ERG-DNA inh – blocks human ERG Ets domain binding to DNA | P11308 | fluorescence polarization, His-ERG Ets domain / labelled DNA | Potency, µM (series often up to 76.9 µM), inactives show at the highest dose FP activity, negative = inhibition, usual class: inhibitors | 370,000 compounds, 0.028% hits; active = well fitted inhibition curve with a large enough effect in the polarisation, with a control signal flat; inconclusive = small, poorly fitted or top-dose-only effect, or effect the other way, or a change in a side signal; inactive = no such curve, though single readings can be large or run the other way; the % refers to the polarisation;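 also: polarization taken with two DNA probes labelled with fluorescein and Texas red; potency is read from the fitted curve at half-maximal effect; % of control where 0% means no effect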
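His-tagged ERG Ets domain (1 uM in the protein solution; 300mM KCl, 50mM Tris-HCl, 1mM EDTA, 1mM DTT, pH 7.5) received compound, then a probe mix of 5 nM fluorescein-DNA and 100nM Texas-615-DNA. Fluorescence polarization was read for both dyes.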
12-LOX inh – inhibitors of human 12S-lipoxygenase ALOX12; purified 12hLO, xylenol orange hydroperoxide absorbance; 580,000 compounds, 1.1% hits; P18054; Potency, µM (top dose mostly 108 µM), without a hit: at the highest dose activity change, negative = inhibition, hits mostly inhibitors; AID 1671190; also: potency is read from the fitted curve at half-maximal effect; % is scaled to controls: 0 for no effect and ±100 for the full control effect
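Purified human 12hLO (150 nM final) in 25 mM Hepes, 0.01% Triton X-100, pH 7.0 was preincubated 15 min at room temperature with compound. Then 40 uM arachidonic acid was added, 30 min. Hydroperoxide was read by Fe-XO absorbance ratio 573/405 nm.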
GLS inh – blocks human kidney-isoform glutaminase activity; O94925; GLS enzymatic activity, qHTS titration; Potency, µM (highest dose often 45.5 µM), for inactives: top-dose activity change, negative = inhibition, actives largely listed as inhibitors; 410,000 compounds, 0.21% hits; also: potency is read from the fitted curve at half-maximal effect; % is scaled to controls: 0 for no effect and ±100 for the full control effect
Target sequence (O94925 whole entry, looked up, canonical isoform): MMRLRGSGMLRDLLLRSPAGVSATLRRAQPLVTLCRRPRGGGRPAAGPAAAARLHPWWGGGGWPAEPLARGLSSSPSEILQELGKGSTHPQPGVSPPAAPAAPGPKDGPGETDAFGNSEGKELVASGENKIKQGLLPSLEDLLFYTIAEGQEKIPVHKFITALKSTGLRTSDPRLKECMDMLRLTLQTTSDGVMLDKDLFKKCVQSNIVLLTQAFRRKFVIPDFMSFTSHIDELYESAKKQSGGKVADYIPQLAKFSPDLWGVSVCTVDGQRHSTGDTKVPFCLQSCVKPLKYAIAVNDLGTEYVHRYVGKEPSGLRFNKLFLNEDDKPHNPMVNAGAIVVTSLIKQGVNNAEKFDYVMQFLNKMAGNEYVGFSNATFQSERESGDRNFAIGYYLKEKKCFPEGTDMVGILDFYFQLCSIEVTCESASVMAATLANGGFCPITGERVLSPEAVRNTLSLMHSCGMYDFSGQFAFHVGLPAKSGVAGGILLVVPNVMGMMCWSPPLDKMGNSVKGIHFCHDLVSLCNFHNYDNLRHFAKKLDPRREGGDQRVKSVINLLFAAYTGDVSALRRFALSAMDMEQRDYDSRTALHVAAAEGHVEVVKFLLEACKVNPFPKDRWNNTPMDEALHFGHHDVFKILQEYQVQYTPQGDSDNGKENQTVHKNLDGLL
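Assay buffer: 45 mM KH2PO4 pH 8.2, 0.02% Tween-20. hKGA acts on L-glutamine (1 mM solution added); product glutamate is reported by an oxidase/peroxidase Amplex Red coupling, with fluorescence taken at baseline and 30 min.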
JMJD2A Tudor – blocks the human JMJD2A Tudor domain; AlphaScreen JMJD2A-Tudor / H3K4me3 peptide binding; Potency, µM (top dose mostly 114 µM), for inactives: at the top dose activity change, negative = inhibition, most hits filed as inhibitors; 390,000 compounds, 4.4% hits; AID 504339; also: potency is read from the fitted curve at half-maximal effect; % is scaled to controls: 0 for no effect and ±100 for the full control effect; nearly all actives have a fitted effect of over 50% in size
PI4K2A block – blocks human PI4K2A kinase activity. Q9BTU6. purified PI4K2A, ADP-Glo luminescence, 1 h; hits give low values. activity change, negative = inhibition, % at 76.9 µM. 420,000 compounds, 0.13% hits. AID 1346378; in the data active = activity change below about -50%; inconclusive = mostly about -30% to -49%;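 also: -100% = wells without enzyme as full effect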
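PI4K2A activity was measured by ADP-Glo luminescence: enzyme (4 ug/mL stock) and phosphatidylinositol (1.2 mM stock) in Tris pH 7.5/MgCl2/EGTA/Triton X-100 buffer were reacted with ATP (300 microM stock) for one hour at ambient temperature.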
RGS4 inhibitor – inhibitors of human regulator of G protein signaling 4 | P49798 | Transcreener GDP fluorescence polarization, RGS4-accelerated GTP hydrolysis | Potency, µM (highest dose often 114 µM), for inactives: top-dose activity change, negative = inhibition, most hits filed as inhibitors | 390,000 compounds, 0.039% hits | AID 504845; also: potency is read from the fitted curve at half-maximal effect; % is scaled to controls: 0 for no effect and ±100 for the full control effect; nearly all actives have a fitted effect of over 75% in size; some results filed as inactive show a strong effect at the top dose
Target sequence (P49798 whole entry, looked up): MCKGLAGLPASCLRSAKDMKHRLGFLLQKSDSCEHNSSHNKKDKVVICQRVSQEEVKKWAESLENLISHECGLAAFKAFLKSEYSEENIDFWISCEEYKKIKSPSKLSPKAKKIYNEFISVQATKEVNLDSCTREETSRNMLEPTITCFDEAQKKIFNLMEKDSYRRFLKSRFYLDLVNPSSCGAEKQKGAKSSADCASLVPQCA
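MLSMR compounds (23 nl, pin-transferred) preincubated 10 min at room temperature with a 500nM (2x) first reagent, then RGS4 at 900nM (2x) plus Transcreener GDP mix added; fluorescence polarization (620/688 nm) read before and after 90 min at 30 °C.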
G9a block – G9a (human) methyltransferase inhibition. AID 504332. Potency, µM (titrated, usually from 102 µM), for the others: top-dose activity, negative = inhibition, most hits filed as inhibitors. 350,000 compounds, 8.8% hits. G9a H3K9 monomethylation, AlphaScreen, 2 h; also: potency is read from the fitted curve at half-maximal effect; % is scaled to controls: 0 for no effect and ±100 for the full control effect; nearly all actives have a fitted effect of over 75% in size
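AlphaScreen read-out: biotin-H3K9 peptide (500 nM) methylation by 20 nM enzyme with 20 uM SAM, 2 h at room temperature after 15 min compound preincubation; anti-monomethyl H3K9 antibody plus donor/acceptor beads, 10 min dark.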
HP1b binding inh – blocks HP1-beta chromodomain binding to methylated histone tails; Potency, µM (top dose mostly 114 µM), inactives show at the highest dose activity change, negative = inhibition, actives largely listed as inhibitors; AlphaScreen HP1-beta / biotin-H3K9me3 peptide binding; P83916; AID 540317; 390,000 compounds, 0.56% hits; also: potency is read from the fitted curve at half-maximal effect; nearly all actives have a fitted effect of over 70% in size; inactives centre near 23
Target sequence (P83916 whole entry, looked up): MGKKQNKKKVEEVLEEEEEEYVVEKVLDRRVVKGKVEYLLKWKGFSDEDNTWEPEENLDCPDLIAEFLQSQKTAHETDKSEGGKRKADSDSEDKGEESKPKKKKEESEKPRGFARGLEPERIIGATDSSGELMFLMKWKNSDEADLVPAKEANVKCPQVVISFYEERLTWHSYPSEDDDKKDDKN
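AlphaScreen: HP1-beta (50 nM) preformed 30 min with biotin-H3(1-18)K9me3 peptide (50 nM) in PBS pH 7.4, 0.01% Tween-20. Compound added for 30 min at RT, then streptavidin donor/nickel chelate acceptor beads (10 ug/mL) for 30 min.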
BAZ2B inh – blocks human BAZ2B. AlphaScreen BAZ2B-H3K14Ac peptide displacement. 360,000 compounds, 4.4% hits. AID 504333. Q9UIF8. Potency, µM (titrated, usually from 114 µM), inactives show at the highest dose activity change, negative = inhibition, most hits filed as inhibitors; also: potency is read from the fitted curve at half-maximal effect; % is scaled to controls: 0 for no effect and ±100 for the full control effect; nearly all actives have a fitted effect of over 60% in size
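In this displacement format the biotinylated H3(5-23) peptide acetylated at Lys14 serves as ligand at 50 nM, with BAZ2B at 50 nM in PBS pH 7.4 containing 0.01% Tween-20. Donor and acceptor beads are 10 ug/mL final.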
* = called active by the depositor; ? = inconclusive; / = not tested or not shown; & = joins results of further samples; [ ] = another dose, or the depositor's remark. Unless noted, calls follow the shape of the dose curve; as a rule, active = well fitted curve in the direction sought with a large enough effect; inconclusive = small, poorly fitted or top-dose-only effect, or another doubt; inactive = no such curve, though single readings can be large; an effect the other way counts as inactive or inconclusive.

Sequence of screens – PI4K2A block	BAZ2B inh	GLS inh	ERG-DNA inh	RGS4 inhibitor	G9a block	JMJD2A Tudor	12-LOX inh	HP1b binding inh
NC(=NCCc1ccccc1)c1cccc([N+](=O)[O-])c1
    3	-6%[0.457 µM]	-3%	-4%	4%	1%[59 µM]	-15%	3%	17%
OCCN(CCO)CC(O)COc1ccc(Br)cc1 (stereo not drawn)
    -1&-1	0%&-2%	10%&23%	8%&-1%	19%&16%	-39%	5%&-4%	?	53%&31%[activator]
Cc1ccc(CNC(=O)CCS(=O)(=O)c2ccc3c(c2)CC(C)N3C(=O)C2CC2)o1 (stereo not drawn)
    2	-9%	5%	-6%	2%	17%[0.0925 µM]	-28%	-6%	10%
N#Cc1c(NC(=O)CCCl)sc2c1CCCCC2
    4	-3%	-8%	15%	-29%	?	15%	-20%	14%
Cc1ccc(CCNC(=O)C2CCC(=O)N(Cc3cccc(F)c3)C2)cc1 (stereo not drawn)
    5	-1%	5%	-4%	3%	-20%	-22%	36%[activator]	1%
O=C1c2cccc3c([N+](=O)[O-])ccc(c23)C(=O)N1Cc1cccnc1
    9	40µM*	-6%	5%	-1%	?	-21%[57.1 µM]	-15%	?
COc1ccc(-c2noc(CCC(=O)NC3CCCC3)n2)cc1
    -2	-1%	10%	1%	12%	7%	-9%	28%	21%
O=C(NCc1cccc(C(F)(F)F)c1)c1ccc2c(c1)OCCO2
    -6	8%	-3%	0%	2%	-4%	-8%	-7%	43%
CCN(Cc1ccccc1)C(=O)c1ccc(NC(=O)c2ccc(OC)cc2)cc1
    9	-8%	1%	0%	30%	21%	-27%	6%	24%
O=C(c1ccc(S(=O)(=O)Nc2cccc(C(F)(F)F)c2)cc1)N1CCOCC1
    1	-3%	-4%	-3%	6%	22%[12.7 µM]	-6%	464%[activator]	36%
CCN1C(=NCCc2c[nH]c3ccccc23)N[C@@H](c2ccccc2)[C@H](C(=O)OC)[C@H]1C
    1	?	5%	11%	9%	79µM*	?	?	1%
CCOc1ccc(NC(=O)CCCn2nc(C)c3c(C)n(-c4ccccc4)nc3c2=O)cc1
    2	-12%	-1%	8%	4%[56.9 µM]	13%	-12%	28%	66%[activator]
O=C(CSc1ccc([N+](=O)[O-])cn1)Nc1ccc(N2CCOCC2)c(Cl)c1
    -2	-37%	1%	7%	10%	/	-23%	-6%	10%
Cc1ccc(C(=O)N2CCCC(CCC(=O)N3CCN(c4ccccn4)CC3)C2)cn1 (stereo not drawn)
    -1	-9%	-1%	-11%	-20%	54%[activator]	5%	4%	45%[activator]
CCOC(=O)C1(C)C=C(Nc2ccc(C(=O)O)cc2)C(=O)N1c1ccc(C(=O)O)cc1 (stereo not drawn)
    4	-1%	-1%	-1%	24%	-39%[59 µM]	-15%	?	26%
O=C(/C=C/c1cccc([N+](=O)[O-])c1)NC1CC2CCC1C2 (stereo not drawn)
    -2	-8%	9%	-9%	-8%	15%[59 µM]	-18%	-22%	?
CCCCN(CCCC)CCNC(=O)c1ccc2nc(-c3ccccc3NC(C)=O)c(=O)[nH]c2c1
    0	9%	2%	-10%	-16%[56.9 µM]	?	-17%	7%	57%[activator]
Cc1ccc(OCCCC(=O)NC(C)c2ccccc2)c(C)c1 (stereo not drawn)
    7	2%	3%	0%	-6%	-29%	7%	4%	53%[activator]
O=C(COC(=O)Cn1nnc(-c2ccccc2)n1)Nc1ccccc1Br
    -4	/	1%	9%	8%	/	-5%	-5%	29%
COC(=O)C1=C(C)N=C2SCCC(=O)N2C1/C=C/c1ccccc1 (stereo not drawn)
    -13	-30%	4%	1%	-3%	1%[59 µM]	-22%	-2%	23%
N#C/C(=C\c1ccccc1)C(=O)NCc1ccc(F)cc1
    48	10%	-11%	9%	?	20%	-2%	-16%	42%[activator]
COCCn1c(SCC(=O)Nc2cccnc2Cl)nc2cc(Cl)ccc2c1=O
    2	6%	2%	0%	26%	-28%[2.33 µM]	-6%	179%[activator]	24%
COc1ccc2c(c1)CCc1c(C(=O)NCCCn3ccnc3)noc1-2
    2	-39%	2%	9%	-16%	/	?	-1%	23%
COC(=O)N/N=C/c1cn(Cc2ccccc2Cl)c2ccccc12
    -5	4%	-3%	3%	-10%	-10%	-18%	-14%	23%
CC1CC(=O)Nc2ccccc2N1C(=O)COc1ccc2ccccc2c1 (stereo not drawn)
    0	/	6%	-4%	13%	/	-21%	?	5%
CC(C)[C@H](Nc1ncnc2c1oc1ccccc12)C(=O)O
    1	-1%	27%	-16%	-5%	-7%	-8%	4%	-7%
CCCCNC(=S)NNC(=O)c1nn(C)cc1Cl
    1	17%	13%	11%	-10%	4%[59 µM]	3%	14%	26%
CCN(CC(=O)N1CCCC1)S(=O)(=O)c1ccccc1
    -1	2%	-13%	1%	10%	35%[59 µM]	1%	20%	31%
CCOC(=O)c1oc2ccc(S(=O)(=O)n3nc(-c4ccc(OC)cc4)cc3N)cc2c1C
    0	7%	7%	?	-15%	12%	-20%	13%	0%
CC(=O)CC(=O)Nc1ccc(C(N)=O)cc1
    9	-5%	0%	6%	-10%	25µM*	-5%	0%	26%
Cn1c(O)c(N=NC(=O)c2cccc(S(=O)(=O)N3CCCCC3)c2)c2ccccc21
    -3	-38%	0%	2%	-2%	-10%[59 µM]	-36%	-15%	7%
O=C(c1ccco1)[C@@H]1[C@@H]2C(=O)N(c3ccc(F)cc3)C(=O)[C@@H]2[C@H]2C=Cc3ccccc3N21
    -2	-37%	-22%	6%	-30%	6.3µM*	?	?	-26%
COC(=O)c1sc(-c2ccccc2)cc1NC(=O)Nc1ccc(Cl)cc1
    -1	0%	5%	0%	25%	0%[59 µM]	-5%	-14%	19%
CN(Cc1ccccc1)C(=O)COc1ccccc1Cl
    -4	-5%	-1%	-10%	-16%	9%	12%	-2%	60%[activator]
COc1cccc(NC(=O)C(Sc2nnnn2C)c2ccccc2)c1 (stereo not drawn)
    4	-12%	-1%	6%	15%	6%	6%	14%	49%[activator]
Cc1c(OCc2ccc(C(=O)O)o2)ccc2c3c(c(=O)oc12)CCC3
    -4	/	16%	/	1%	?	?	-15%	6%
CC(NC(=O)c1ccccc1Cl)C(=O)O (stereo not drawn)
    0	-7%	-3%	/	12%	-34%[12.7 µM]	-7%	-6%	15%
NC(=O)c1cc(Cc2ccccc2)sc1NC(=O)c1ccco1
    3	7%	-9%	8%	?	?	-21%	?	-20%
COc1ccc(NC(=O)C(c2ccccc2)N(C)C(=O)c2cnccn2)cc1 (stereo not drawn)
    -10	8%	?	5%	24%[11.4 µM]	8%[2.33 µM]	7%[11.4 µM]	-14%	-11%
Nc1ccccc1C(=O)NC12CC3CC(CC(C3)C1)C2
    0	7%	1%	-9%	4%	/	-8%	2%	33%
COc1cc(C(=O)NCCc2nc3ccccc3n2C)cc(OC)c1OC
    3	8%	14%	/	14%	21%[59 µM]	3%	2%	13%
Cc1cc(NC(=S)N(CCN2CCOCC2)Cc2ccccc2F)ccc1Cl
    3	-21%	0%	6%	-32%	-25%	-19%	-5%	41%[activator]
COc1ccc(/C=N/NS(=O)(=O)c2ccc(C)cc2)cc1OC(=O)c1ccccc1
    -1	79µM*	-5%	6%	-44%	-22%[59 µM]	-32%	-4%	5%
O=C(Nc1ccccc1C(F)(F)F)c1ccc2nccnc2c1
    9	8%	-2%	-3%	-16%	/	9%	0%	41%[activator]
Cc1ccc(S(=O)(=O)N2CCC(C(=O)OC(C)C(=O)NC3CCCCC3C)CC2)cc1 (stereo not drawn)
    1	3%	-3%	-4%	12%	18%[12.7 µM]	-8%	-8%	41%[activator]
CC1CCCN(CCCNC(=O)c2cc(Sc3ccc(F)cc3)nc3ccccc23)C1 (stereo not drawn)
    1	-5%	-8%	-2%	13%	-6%[59 µM]	-19%	?	11%
Cc1ccc(C)n1-n1c(C)nc2sc(-c3ccccc3)cc2c1=O
    -5	?	-13%	-3%	-42%	14µM*	?	225%[activator]	-22%
CCOc1ccc(OCCC(=O)OCC(=O)NC2CCCC2)cc1
    -1	-11%	0%	-13%	-15%	-24%[12.7 µM]	3%	13%	34%[activator]
CCN1CCC(NCCc2ccc(F)cc2)CC1
    4	-1%	-6%	-1%	-5%	?	0%	14%	61%[activator]
CSC1=NCCN1C(=O)c1c(F)cccc1Cl
    3	-1%	-12%	-1%	13%	50µM*	-4%	-1%	51%[activator]
COCCCNCCOc1cc(C(C)C)ccc1C
    -7	79µM*	5%	7%	-139%	?	3.2µM*	?	?

Source: PubChem (National Center for Advancing Translational Sciences (NCATS))

This is a subset. The share of hits here may be higher or lower than overall.
